KDM5B inhibitor = blocks human KDM5B histone demethylase activity; KDM5B demethylase, FDH-coupled NADH fluorescence (FDH is formaldehyde dehydrogenase); Potency, µM (titrated, usually from 57.7 µM), for the others: at the top dose activity change, negative = inhibition, most hits filed as inhibitors; 220,000 compounds, 2.6% hits; AID 1347165; active = well fitted inhibition curve with a large enough effect; inconclusive = small, poorly fitted or top-dose-only effect; inactive = no such curve, though single readings can be large or run the other way; also: 0% is about no effect; nearly all actives have a fitted effect of over 70% in size
Target sequence (Q9UGL1 whole entry, looked up): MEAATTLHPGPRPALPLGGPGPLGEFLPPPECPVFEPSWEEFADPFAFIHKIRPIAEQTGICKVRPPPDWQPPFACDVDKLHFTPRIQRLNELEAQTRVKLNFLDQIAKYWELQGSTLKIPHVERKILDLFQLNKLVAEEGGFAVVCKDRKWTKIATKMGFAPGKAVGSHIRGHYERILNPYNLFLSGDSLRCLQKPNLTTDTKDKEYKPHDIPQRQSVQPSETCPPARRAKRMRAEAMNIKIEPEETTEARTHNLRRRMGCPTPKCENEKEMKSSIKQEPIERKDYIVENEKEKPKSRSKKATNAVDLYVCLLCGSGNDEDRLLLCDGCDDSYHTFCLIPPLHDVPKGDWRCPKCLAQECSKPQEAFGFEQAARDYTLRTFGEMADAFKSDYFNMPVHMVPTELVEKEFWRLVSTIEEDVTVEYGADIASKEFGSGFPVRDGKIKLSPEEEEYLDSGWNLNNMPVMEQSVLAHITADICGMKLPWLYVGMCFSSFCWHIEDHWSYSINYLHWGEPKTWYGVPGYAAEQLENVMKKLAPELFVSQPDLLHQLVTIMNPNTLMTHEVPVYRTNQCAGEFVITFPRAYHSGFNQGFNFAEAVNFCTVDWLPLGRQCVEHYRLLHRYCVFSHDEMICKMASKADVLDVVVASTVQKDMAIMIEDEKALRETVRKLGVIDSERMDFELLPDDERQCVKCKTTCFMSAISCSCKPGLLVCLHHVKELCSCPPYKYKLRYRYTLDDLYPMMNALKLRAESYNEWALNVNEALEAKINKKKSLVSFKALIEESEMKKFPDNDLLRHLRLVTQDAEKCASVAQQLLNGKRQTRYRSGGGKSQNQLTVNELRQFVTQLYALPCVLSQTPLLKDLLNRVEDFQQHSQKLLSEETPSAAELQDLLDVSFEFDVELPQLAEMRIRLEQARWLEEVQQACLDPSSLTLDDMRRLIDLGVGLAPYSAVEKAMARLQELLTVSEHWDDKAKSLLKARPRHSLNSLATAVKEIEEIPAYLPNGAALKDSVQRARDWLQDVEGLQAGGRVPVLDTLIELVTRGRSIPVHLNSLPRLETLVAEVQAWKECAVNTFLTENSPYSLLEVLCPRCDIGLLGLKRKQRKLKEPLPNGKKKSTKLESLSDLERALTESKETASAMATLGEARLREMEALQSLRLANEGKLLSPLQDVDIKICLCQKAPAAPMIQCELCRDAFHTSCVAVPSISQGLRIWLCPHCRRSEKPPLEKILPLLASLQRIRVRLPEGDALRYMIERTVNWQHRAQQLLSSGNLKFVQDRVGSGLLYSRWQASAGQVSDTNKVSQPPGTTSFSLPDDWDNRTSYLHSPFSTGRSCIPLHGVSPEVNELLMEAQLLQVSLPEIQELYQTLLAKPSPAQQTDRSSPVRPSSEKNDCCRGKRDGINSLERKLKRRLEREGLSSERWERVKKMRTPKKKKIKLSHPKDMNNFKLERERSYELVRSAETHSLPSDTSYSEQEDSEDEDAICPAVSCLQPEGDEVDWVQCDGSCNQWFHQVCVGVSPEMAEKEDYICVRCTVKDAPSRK
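KDM5BΔAP (200 nM final) in 50 mM HEPES pH 7.5, 0.01% Tween-20 was preincubated 10 min at RT with compound over a concentration range. Substrate mix (H3K4me3 12.5 µM, α-KG 25 µM, Fe²⁺, ascorbate, NAD⁺, FDH) was added, and NADH fluorescence change over 30 min gave dose-response curves.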
An asterisk follows results filed as active; ? = inconclusive; & = joins results of further samples; [ ] = remark or other dose. Potency is read from the fitted curve at half-maximal effect. A portion of the library; rates above refer to the full screens.

molecule | KDM5B inhibitor
CCN1c2cc(C(=O)Nc3ccc(C(N)=O)cc3)ccc2C(=O)N2CCCCCC21 (stereo unspecified) | ?
Cc1ccc(NC(=O)CSc2nnc(-c3ccc(Br)cc3)o2)c(C)c1 | -8%
COc1ccc(OC)c(C(=O)COC(=O)CCC(=O)c2ccc(Cl)cc2)c1 | ?
O=C(NCC(F)(F)F)c1cc(-c2ccc3c(c2)OCCO3)nc2ccccc12 | ?
Cc1nc(-c2ccc(F)cc2)n(CC(=O)Nc2cc(F)ccc2F)c(=O)c1CCO | -19%
O=C(CCc1ccccc1)N1CCCC(Cc2nc(C3CCOCC3)no2)C1 (stereo unspecified) | ?
F[C@@H]1CN(C2CCC2)C[C@@H]1OCc1nc2ccncc2[nH]1 | -12%[115 µM]
COc1ccc(OCC(O)Cn2c(NCCO)nc3c2c(=O)n(C)c(=O)n3C)cc1 (stereo unspecified) | 10%&-9%
COc1ccc(OC(=O)C(C)Oc2cccc(C)c2C)cc1 (stereo unspecified) | 8%
COc1ccc(-c2cc(C(=O)O)c3c(C(C)C)noc3n2)cc1OC | -20%
Cc1ccc(C(=O)c2cn(Cc3ccccc3)c3c(F)cc(F)cc3c2=O)cc1 | -7%
CCCn1cnc2nc(CSc3ccccc3NC(=O)COc3cccc(F)c3)cc(=O)n21 | -7%
CCc1c(C)sc(NC(=O)C#Cc2ccccc2)c1C#N | 16%
N#Cc1ccc(CN2CCC(c3ccnn3CCO)CC2)c(F)c1 | 11%
Cc1ccc(C2=Nc3ccccc3N(CC(=O)NCc3ccc(Cl)cc3)C(=O)C2)cc1C | -4%
CCc1cc(C(=O)OC)c(NC(=O)Cc2ccccc2Cl)s1 | -17%
CCn1cc(C(=O)Nc2ccc(C(C)C)cc2)c2cc(OC)c(OC)cc2c1=O | 4%
CN(C)c1ccc(C(=O)N[C@H]2C[C@H]3C(=O)NC[C@@H](CCC(=O)NCc4ccccc4)N3C2)cc1 | -14%
CCCCCCCCCCCCS(=O)CC(O)c1ccccc1 (stereo unspecified) | 8%
CCOC(=O)C1=C(CS(=O)(=O)c2c(C)cc(C)cc2C)NC(=O)NC1c1cccc(OC)c1 (stereo unspecified) | -22%
COCCn1c(SCC(=O)Nc2ccc(C(F)(F)F)cc2)nc2c([nH]c3ccccc32)c1=O | 7%
CC(=O)N1CCN(c2oc(-c3cccc(C)c3)nc2S(=O)(=O)c2ccccc2)CC1 | ?
O=C(N1CCN(Cc2ccccc2)CC1)C1(c2ccc(Cl)cc2)CCOCC1 | -3%[115 µM]
Cc1ccc(CNC(=O)c2cc3cc(C)ccc3[nH]2)cc1 | 0%
Cc1cccc(N2CCN(C(=O)C3CCN(S(=O)(=O)c4c(C)noc4/C=C/c4ccccc4F)CC3)CC2)c1C | -1%
COc1ccccc1CNC(=O)c1ccc(N2CCCC2)c(NC(=O)NCc2ccc(C)cc2)c1 | ?
COCCCNC(=O)c1cnn(-c2ccccc2Cl)c1C1CCN(C(=O)OC(C)(C)C)CC1 | 7%
CCCc1cc(C(=O)N[C@@H]2COCC[C@H]2Oc2ccc(C(=O)O)cc2)n[nH]1 | -10%
COC[C@@H]1CN(c2cnccn2)C[C@H]1C(=O)NCCc1ccncc1 | 25µM*
CC1CCN(CCCCNC(=O)/C=C/c2ccc(OC(F)(F)F)cc2)CC1 | 7%

In another format: entries from further up
> COc1ccc(-c2cc(C(=O)O)c3c(C(C)C)noc3n2)cc1OC
  KDM5B inhibitor = -20%
> CCOC(=O)C1=C(CS(=O)(=O)c2c(C)cc(C)cc2C)NC(=O)NC1c1cccc(OC)c1 (stereo unspecified)
  KDM5B inhibitor = -22%
> CCc1cc(C(=O)OC)c(NC(=O)Cc2ccccc2Cl)s1
  KDM5B inhibitor = -17%
> CCCc1cc(C(=O)N[C@@H]2COCC[C@H]2Oc2ccc(C(=O)O)cc2)n[nH]1
  KDM5B inhibitor = -10%

Marked active in KDM5B inhibitor, of those listed so far:
molecule | KDM5B inhibitor
COC[C@@H]1CN(c2cnccn2)C[C@H]1C(=O)NCCc1ccncc1 | 25µM*

Other records
molecule | KDM5B inhibitor
COc1cc2c(cc1OC)C(COc1ccc3c(C)cc(=O)oc3c1)N(C(=O)c1ccc(Cl)cc1)CC2 (stereo unspecified) | -3%
CCNC(=O)c1cccnc1OC1CCN(C(=O)Cc2cccc(Cl)c2)C1 (stereo unspecified) | 16%
CC(=O)Nc1ccc(NC(C)C(=O)Nc2ccc(Cl)cn2)cc1 (stereo unspecified) | -12%
Cc1cc(C(F)(F)F)nn1CC(=O)N1CCN2CCS(=O)(=O)N(C3CC3)C(=O)C2C1 (stereo unspecified) | ?
CC(CC#N)N1CCN(C(=O)c2cc3ccccc3[nH]2)CC1 (stereo unspecified) | 2%
O=C(NCCCc1ccccc1F)[C@H]1CCC[C@@H](O)C1 | 10%
COc1ccccc1OCCNC(=O)C1N(C(C)C)C(=O)C12CCCC2 (stereo unspecified) | 13%
CCc1cc2c(cc3c(=O)n(CC(=O)NC4CCCCC4)ncn32)s1 | 4%
O=C1[C@@H]2C[C@@H](O)CN2C2(CN(Cc3cccc(F)c3)C2)C(=O)N1Cc1ccccc1 | -18%[86.2 µM]
CN1C[C@@H](NC(=O)c2ccccn2)C[C@H]1c1nc(-c2ccc(OC(F)(F)F)cc2)no1 | -35%[86.2 µM]
O=C(CCNC(=O)c1cnccn1)NC1CCCc2c1[nH]c1ccc(Cl)cc21 (stereo unspecified) | 3%
Cc1ccc(NC(=O)c2c(C)nc3sc(C(=O)Nc4ccc(F)cc4)c(N)c3c2-c2ccccc2Cl)c(C)c1 | ?
O=C(NCC#Cc1ccccc1)c1cccc2cccnc12 | 24%
CC(=O)N[C@H]1CN(C2CCN(c3ccc(F)cc3C)CC2)C[C@@H]1C1CC1 | 7%
CCOCC(=O)N1CCC(C2CCNC2)CC1 (stereo unspecified) | 1%
O=S1(=O)c2ccc(N3CCSCC3)cc2Oc2ccccc2CN1Cc1cn(Cc2ccccc2C(F)(F)F)nn1 | 60%[activator]
CCOc1ccccc1C(=O)N[C@@H]1CN(Cc2ccncc2)C[C@H]1CN(C)C | ?
O=C(NCCCN1CCCC1=O)c1cc2cc(Cl)ccc2[nH]1 | 88%[activator]
Cc1cnc2c(S(=O)(=O)NCC(C)N3CCOCC3)cccc2c1 (stereo unspecified) | -8%
CCc1noc(C)c1C(=O)N1CCN(S(=O)(=O)c2cc(C)ccc2C)CC1 | 5%
COc1ccc(-c2nc(CCNC(=O)c3c(F)cccc3Cl)cs2)cc1 | ?
CCC1CCCCN1C(=O)c1nn(-c2ccc(OC)cc2)c(=O)c2c1c1ccccc1n2C (stereo unspecified) | 12%
O=C(N[C@H]1CO[C@H]2[C@@H]1OC[C@@H]2Nc1nccc(-c2ccccc2)n1)N1CCOCC1 | ?
Cc1cccc(C)c1OCc1cc(=O)n2c(-c3ccccc3)csc2n1 | -12%
CC[C@H](C)[C@H](NC(=O)c1ccc(Cl)cc1)C(=O)OCc1ccc(C(N)=O)cc1 | 22%
O=S(=O)(c1ccc(F)c(F)c1)N1CCN(C/C=C/c2ccccc2)CC1 | 22%
Cc1ccc(CNC2CN(C(=O)OC(C)(C)C)C2)cc1 | 15%[149 µM]
CCOc1ccc(NC(=O)N2CCC(CC(=O)NCc3ccccc3)C2)cc1 (stereo unspecified) | -14%
COC(=O)c1c(NC(=O)Cc2coc3cc(C)ccc23)sc2c1CCC2 | ?
COCCN(CCOC)S(=O)(=O)c1ccc(C(=O)Nc2sc3c(c2C(N)=O)CCCC3)cc1 | ?
COc1ccc(-c2noc(N3CCC(C(=O)N4CCN(c5cccc(C)c5C)CC4)CC3)n2)cc1 | -9%
CCOCC(=O)N1CCC(C2CCN(S(C)(=O)=O)CC2)C1 (stereo unspecified) | 24%
CC(=O)N1CCC2(CC1)Oc1ccc(Br)cc1C1CC(c3cccnc3)=NN12 (stereo unspecified) | ?
COc1ccc(NC(=O)N2C[C@@H]3C[C@H](C2)c2ccc(NC(=O)Nc4ccc(C(C)=O)cc4)c(=O)n2C3)cc1 | -6%
COc1ccc(NC(=O)c2c(OC)cc(=O)n3c2CCCC3)cc1 | 16%
O=C(N(Cc1cccc2[nH]ccc12)C1CC1)C12CC3CC(CC(C3)C1)C2 | -13%
COc1ccccc1N1CCN([C@H]2[C@@H]3OC[C@@H](O3)[C@@H](N(CC3CC3)CC3CC3)[C@@H]2O)CC1 | 5%
COc1ccc(CNC(=O)Cn2ncc3c4ccccc4n(Cc4cccc(Cl)c4)c3c2=O)cc1 | -22%
CC(=O)N1CCC(c2nc(-c3nnn4c3COC(c3ccc(C)cc3)C4)no2)CC1 (stereo unspecified) | 8%
Cc1ccc(NC(=O)NCCOCCn2c(=O)oc3ccccc32)cc1F | -27%
C/C=C/C=C/C(=O)NC(C)c1ccc(F)c(F)c1 (stereo unspecified) | 13%
CCS(=O)(=O)NCC(c1ccco1)N1CCN(c2ccc(OC)cc2)CC1 (stereo unspecified) | ?
Cc1cccc(CCCCCCCCCCCC(=O)O)c1 | 18%
Cc1ccc(-c2nc3scc(CCNS(=O)(=O)c4ccc(Oc5ccccc5)cc4)n3n2)cc1 | 0%
CNC(=O)[C@@H]1CN(C(=O)c2cc(C)n(CCOC)c2C)C[C@H]1c1n[nH]c(C)n1 | -16%
Cc1cccc(C(=O)Nc2sccc2C#N)c1 | -10%
CCC(C(=O)NC12CC3CC(CC(C3)C1)C2)c1ccccc1 (stereo unspecified) | 21%
CCOc1ccc2c(=O)c(Oc3ccc(OC)cc3)coc2c1 | 2%
CCc1ccc(CNC(=O)c2cc(-c3ccc(Br)s3)nc3ccccc23)cc1 | -12%
OC1(c2csc(CN3CCN(c4ccccn4)CC3)n2)CCN(Cc2ccccc2)CC1 | -7%
CC(=O)Nc1ccc(NC(=O)CCS(=O)(=O)c2ccc3c(c2)CC(=O)N3C)cc1 | -1%
CCn1c(-c2ccccc2)nn(CC(=O)NCc2ccc3nonc3c2)c1=O | -5%
COCCN1CCCC(c2[nH]ccc2C(=O)NCCc2c[nH]c3ccccc23)C1 (stereo unspecified) | -4%
COc1cccc(/C=C/c2nc(=O)c3ccccc3o2)c1OC | -6%
CCOc1cccc(CN2CCC(n3nccc3NC(=O)C3CC3)CC2)c1O | -20%
COc1ccc(OC)c(NC(=O)Cn2c(N3CCC(C)CC3)nc(C)cc2=O)c1 | -34%
COC[C@@H]1CN(C(=O)c2ccc(OC)cc2C)C[C@H]1c1ccncc1 | -6%
CC/C=C(/C)C(=O)NC(C)c1cc(C)sc1C (stereo unspecified) | 24%
Cn1nnc2c(N3CCN(c4ccc(F)cc4)CC3)ncnc21 | -8%
Cc1nc(C)c(C(=O)N2CCC(Oc3ccccc3-c3nc(-c4ccccc4)no3)C2)s1 (stereo unspecified) | ?

Arranged by value in KDM5B inhibitor (high to low): some entries from above.
molecule | KDM5B inhibitor
CCOc1ccc2c(=O)c(Oc3ccc(OC)cc3)coc2c1 | 2%
COc1ccc(-c2noc(N3CCC(C(=O)N4CCN(c5cccc(C)c5C)CC4)CC3)n2)cc1 | -9%
Cc1ccc(NC(=O)NCCOCCn2c(=O)oc3ccccc32)cc1F | -27%

Other entries:
molecule | KDM5B inhibitor
COc1ccc(C(=O)C(C)OC(=O)c2cc(=O)c3ccccc3o2)cc1 (stereo unspecified) | -4%
Oc1c(C(Nc2nccs2)c2ccc(C(F)(F)F)cc2)ccc2cccnc12 (stereo unspecified) | ?
COc1cccc(C(=O)Nc2c(C(=O)Nc3ccc(F)cc3)oc3ccccc23)c1OC | -14%
Cc1ccc(NC(=O)c2ccc3nsnc3c2)c(C)c1 | 14%
CC(NC(=O)CSC1=NCCS1)C1CC2CCC1C2 (stereo unspecified) | 22%
O=C1[C@@H]2C[C@@H](CN2C(=O)c2ccccn2)Oc2ccccc2N1Cc1ccc(OC(F)(F)F)cc1 | -17%
CCOc1ccc(-c2nc(N)ncc2Oc2cccc(OC)c2)c(O)c1 | 1%
O=C(CNC(=O)C1CC(=O)N(c2ccc(F)cc2)C1)NCCc1c[nH]c2ccccc12 (stereo unspecified) | 8%
COCc1ccc(CNC(=O)/C=C/c2ccc(C)s2)cc1 | 11%
C[S+](=O)([O-])CCn1ncc2cc(OCC3CCN(c4ncccn4)CC3)ccc21 | 35µM*
Cc1ccc(-c2ccc3c(N)c(C(=O)Nc4cccc(C)c4)sc3n2)cc1 | ?
CCCn1nc(C(=O)Nc2cc(C)ccc2OC)c2ccccc2c1=O | 16%
Cn1c(=O)c2c(nc(SCCN3CCCCC3)n2Cc2cccc3ccccc23)n(C)c1=O | -21%
O=C(c1ccccc1F)N1CCCC2(C1)NC(=O)N(Cc1cccc(Cl)c1)C2=O (stereo unspecified) | 9%
NC(=O)NCC(=O)N1CCCC(c2cc(N3CCOCC3)ncn2)C1 (stereo unspecified) | 8%
Fc1ccc(CN2C[C@@H](F)[C@@H](OCc3nc4ccccc4o3)C2)cc1 | 6%[86.2 µM]
CC(C)(CC(=O)O)CC(=O)N[C@H]1C[C@H]2C(=O)Nc3ccc(-c4ccsc4)cc3C(=O)N2C1 | -25%
COCCC(=O)N1CC(F)(F)C[C@H]1c1nc(COC)no1 | -9%
O[C@H]1[C@H](NCc2ccc(F)cc2)[C@H]2CO[C@H](O2)[C@@H]1Oc1ccccc1 | -14%[86.2 µM]

Bioassay records from PubChem.
